tim23-1 inh: tim23-1 yeast growth inhibition; S. cerevisiae tim23-1 growth, BacTiter-Glo luminescence, 24 h; inhibition, % at 20 µM; 330,000 compounds, 1.3% hits; AID 463212;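 active means growth inhibition of the mutant yeast at or above 50%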;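 further: temperature-sensitive mutant grown at 25 °C; plate controls were DMSO-treated mutant yeast for no effect and medium wells lacking yeast for full effect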
APJ agonist: activates the human apelin receptor APJ | 330,000 compounds, 0.11% hits | AID 2520 | CHO-K1 APJ PathHunter beta-arrestin, luminescence; 0% DMSO wells, 100% apelin | activation, % at 20 µM;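 active means activation more than six SD over the plate average, tested at 20 µM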;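 further: 0% = DMSO alone and 100% = apelin-13 at 10 nM; some results filed as inactive read as strong as hits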
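Test system – PathHunter CHO-K1 APJ (AGTRL-1) beta-arrestin reporter cells · Input – 1000 cells/well · Compound – single test compound dose, 20 µM final, 1% DMSO · Times – compound stimulation 90 min at 25 °C, detection 60 min · Technique – beta-gal luminescence · Read-out basis – APJ–arrestin association signal · Control set – negative DMSO alone, positive Apelin-13 at 10 nM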
NR3A LBD binder: modulates the human NR3A ligand-binding domain; NR3A LBD differential scanning fluorimetry, Tm shift; 0% = protein alone, 100% = glycine-bound protein; Tm shift relative to glycine control, % at 25 µM; 340,000 compounds, 2.5% hits;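 active means melting temperature shift of at least 10% of the positive control shift, at one fixed dose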
UPR CHOP act: activators of apoptotic arm of unfolded protein response (CHOP); activation, % at 10 µM; CHO-CHOP luciferase reporter, UPR activation, luminescence; percent of tunicamycin response over DMSO baseline; AID 449763; 330,000 compounds, 0.34% hits;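 active means at 10 µM dose, activation of 40% or more, normalized to positive control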;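 further: 100% = tunicamycin at 10 µg/mL and 0% = DMSO alone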
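Assay system: CHO cells with stable CHOP pathway luciferase reporter; Buffer or medium: F12 plus 10% serum; Times: 16-18 h cell attachment, then 6 h compound exposure, 37 °C; Signal: luciferase luminescence; Read-out basis: percent activation relative to tunicamycin control; Control set: tunicamycin high control, DMSO low control.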
TIM10 inh: TIM10 yeast growth inhibition | 330,000 compounds, 1.4% hits | AID 463195 | S. cerevisiae TIM10 strain growth, BacTiter-Glo luminescence, 24 h | inhibition, % at 10 µM;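 active means inhibition of 40% or more at the single tested concentration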;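 further: wild-type TIM10 isogenic control strain grown at permissive 25 °C; 0% = DMSO yeast wells and 100% = minimal medium wells without yeast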
Mdm2 MdmX PPI: inhibitors of human Mdm2/MdmX interaction | SaOS-2 split-luciferase Mdm2/MdmX complementation, luminescence | inhibition, % at 8 µM | 330,000 compounds, 3% hits | AID 485346;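 active means inhibition of at least 50% at 8 µM in the primary screen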
Target sequence (O15151 whole entry, looked up): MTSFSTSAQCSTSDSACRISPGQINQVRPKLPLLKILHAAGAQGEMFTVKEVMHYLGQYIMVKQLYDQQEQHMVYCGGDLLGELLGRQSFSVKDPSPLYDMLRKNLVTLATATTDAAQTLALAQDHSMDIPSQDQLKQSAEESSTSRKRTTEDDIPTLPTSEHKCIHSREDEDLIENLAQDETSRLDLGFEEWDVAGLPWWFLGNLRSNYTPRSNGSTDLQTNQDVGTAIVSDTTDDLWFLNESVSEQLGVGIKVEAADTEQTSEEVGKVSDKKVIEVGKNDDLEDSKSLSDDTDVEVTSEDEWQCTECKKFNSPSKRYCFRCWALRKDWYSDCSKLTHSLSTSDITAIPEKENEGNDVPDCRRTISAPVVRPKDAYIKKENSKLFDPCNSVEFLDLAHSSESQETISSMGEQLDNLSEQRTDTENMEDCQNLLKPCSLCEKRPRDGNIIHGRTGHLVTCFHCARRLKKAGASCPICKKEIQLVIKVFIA
Target sequence (Q00987 whole entry, looked up): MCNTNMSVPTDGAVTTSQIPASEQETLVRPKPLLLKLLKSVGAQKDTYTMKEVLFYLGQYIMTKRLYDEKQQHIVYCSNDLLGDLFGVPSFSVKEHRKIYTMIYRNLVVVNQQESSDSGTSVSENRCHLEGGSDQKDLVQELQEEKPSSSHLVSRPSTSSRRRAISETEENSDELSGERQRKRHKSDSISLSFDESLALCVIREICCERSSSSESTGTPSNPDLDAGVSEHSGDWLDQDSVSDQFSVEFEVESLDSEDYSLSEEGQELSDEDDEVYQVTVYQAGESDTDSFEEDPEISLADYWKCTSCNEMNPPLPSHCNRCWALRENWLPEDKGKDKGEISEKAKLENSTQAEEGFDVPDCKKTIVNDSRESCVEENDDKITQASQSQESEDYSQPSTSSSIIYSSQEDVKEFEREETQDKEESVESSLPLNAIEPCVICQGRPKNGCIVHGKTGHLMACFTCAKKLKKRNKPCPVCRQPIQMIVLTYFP
NLRP3 yeast inh: inhibitors of NALP3 inflammasome in yeast. Yeast reconstituted NLRP3/ASC/caspase-1, beta-gal luminescence, 24 h. inhibition, % at 10 µM. 330,000 compounds, 0.39% hits. AID 2825;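 active means inhibition of 50% or more; inactive means inhibition below 50%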;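 further: plate controls were induced DMSO wells for no effect and uninduced yeast grown without galactose for full effect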
XBP1 UPR activ: adaptive UPR (XBP1) activation. CHO-XBP1 luciferase reporter, IRE1-XBP1 UPR activation, luminescence; percent of tunicamycin response, DMSO as zero. activation, % at 20 µM. 330,000 compounds, 0.33% hits;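 active means versus positive control, 20 µM dose yields 30% or more activation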;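 further: 100% = tunicamycin at 10 µg/mL and 0% = DMSO only wells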
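Material – CHO cell line with stable XBP1 luciferase reporter · Buffer or medium – F12 plus 10% FBS · Compound – single point, 20 µM final compound, 1% DMSO · Schedule – 16-18 h cell attachment at 37 °C, then 6 h compound exposure · Signal – Steady-Glo luminescence read · Benchmarks – high control tunicamycin 10 µg/mL final, low control DMSO vehicle only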
tim10-1 inh: growth inhibitors of tim10-1 mutant yeast; S. cerevisiae tim10-1 ts strain growth, BacTiter-Glo, 24 h; inhibition, % at 20 µM; 330,000 compounds, 2.2% hits; AID 463190;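 active means inhibition of at least 40%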;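 further: mutant grown at 25 °C; 0% = DMSO wells with yeast and 100% = wells holding no yeast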
Starred values were filed as active, the others as inactive; nt = no result given. Rows were taken by chance; overall some 8.2% were active at least once.

Values run as follows: tim23-1 inh	APJ agonist	NR3A LBD binder	UPR CHOP act	TIM10 inh	Mdm2 MdmX PPI	NLRP3 yeast inh	XBP1 UPR activ	tim10-1 inh
- CN(c1ccccc1C(=O)Nc1ccc2c(c1)OCCO2)S(C)(=O)=O
  0.4	-3.4	-1.0	-1.1	0.1	-11.2	-13.4	-0.7	3.3
- CCC(C)C(NC(=O)OC(C)(C)C)C(=O)NC(C)C(N)=O (stereo unspecified)
  -2.4	0.0	0.6	1.4	3.5	-21.6	16.7	0.0	7.2
- C/C(=N\NC(=S)NC1CCCCC1)c1ccc(Cl)c(Cl)c1
  2.6	2.0	0.5	1.6	-4.0	18.6	-5.1	6.2	-6.3
- CCOC(=O)Cc1c(C)nc2cc(-c3ccc(C(C)(C)C)cc3)[nH]n2c1=O
  0.1	-2.5	-0.2	1.6	-1.1	7.1	6.3	-0.5	16.2
- O=C(NCCCN=C1NS(=O)(=O)c2ccccc21)c1ccc(S(=O)(=O)N2CCCCC2)cc1
  -9.0	-3.4	0.3	-2.1	7.7	14.1	11.1	-0.5	3.8
- Nn1cc(-c2ccccc2)nc1SCC(=O)N1CCN(S(=O)(=O)c2ccccc2)CC1
  -1.8	-2.6	-1.6	0.8	9.4	-2.6	-4.4	-0.7	13.8
- COc1ccc(NC(=O)CN(C)C(=O)c2cccnc2Sc2ccc(C)c(C)c2)cc1
  16.4	2.7	0.8	1.2	2.0	6.0	15.2	-1.9	7.4
- CN(C)C(=O)C(Sc1ccc(S(=O)(=O)N2CCCC2)cn1)c1ccccc1 (stereo unspecified)
  16.3	-1.6	2.3	0.0	11.5	2.2	1.7	1.6	23.7
- COc1cc(N)cc(NC(=O)c2ccncc2)c1
  9.1	-3.3	1.6	-1.8	-5.3	9.8	11.4	0.0	-1.1
- COc1ccc(-c2ccnc3[nH]n(-c4ccccc4)c(=O)c23)cc1
  5.6	-3.5	-3.6	2.4	-14.3	-26.4	26.8	-1.6	3.7
- COC(=O)c1ccc(C(=O)Nc2ccc3nc(-c4ccncc4)[nH]c3c2)cc1
  7.6	2.7	15.4*	1.0	-9.2	-6.9	-0.4	0.9	15.9
- Cc1ccc(C(=O)Nc2nc(-c3ccccn3)cs2)s1
  61.7*	-6.5	8.3	31.1	1.0	57.8*	39.8	6.9	10.4
- CN(C)CCN(C(=O)C1CCN(S(=O)(=O)c2cccs2)CC1)c1nc2c(F)cccc2s1
  -11.6	-6.8	1.0	-1.0	10.5	19.6	20.9	-2.1	11.9
- O=C(O)C1CCC(=O)N1C1c2ccccc2Oc2ccccc21 (stereo unspecified)
  15.7	-2.7	-2.2	-1.3	2.2	7.0	6.6	-1.9	21.2
- COc1cccc(N2CC(C(=O)Nc3c(C)cccc3C)CC2=O)c1 (stereo unspecified)
  11.0	2.8	-0.8	0.0	-4.1	-11.3	14.9	-1.9	7.1
- CN(CC(=O)Nc1ccccc1Cl)C(=O)CSc1nncs1
  1.6	0.5	3.3	-1.0	0.0	-12.8	18.8	-3.0	4.8
- CC(C)c1ccc(NC(=O)CNC(=O)Cn2cnc3ccccc3c2=O)cc1
  14.0	1.0	0.3	-0.7	-2.0	-20.2	4.1	4.3	9.9
- c1ccc(CNc2ncnc3c2cnn3Cc2ccccc2)cc1
  8.3	-5.1	1.9	-1.8	-2.3	58.4*	22.9	3.4	-11.1
- CC(C)CN(C(=O)CCC1CCCCC1)c1c(N)n(CC(C)C)c(=O)[nH]c1=O
  7.7	-2.2	-0.4	0.2	-1.5	21.4	6.2	-1.0	3.2
- CC(Oc1ccc2cc(-c3ccccc3)c(=O)oc2c1)C(=O)NCC1CCC(C(=O)O)CC1 (stereo unspecified)
  -6.2	-0.3	-0.7	-1.6	-0.2	19.4	9.6	-3.2	-1.5

Two entries drawn at random from those above:
Values run as follows: tim23-1 inh	APJ agonist	NR3A LBD binder	UPR CHOP act	TIM10 inh	Mdm2 MdmX PPI	NLRP3 yeast inh	XBP1 UPR activ	tim10-1 inh
- Nn1cc(-c2ccccc2)nc1SCC(=O)N1CCN(S(=O)(=O)c2ccccc2)CC1
  -1.8	-2.6	-1.6	0.8	9.4	-2.6	-4.4	-0.7	13.8
- CC(Oc1ccc2cc(-c3ccccc3)c(=O)oc2c1)C(=O)NCC1CCC(C(=O)O)CC1 (stereo unspecified)
  -6.2	-0.3	-0.7	-1.6	-0.2	19.4	9.6	-3.2	-1.5

More compounds
Values run as follows: tim23-1 inh	APJ agonist	NR3A LBD binder	UPR CHOP act	TIM10 inh	Mdm2 MdmX PPI	NLRP3 yeast inh	XBP1 UPR activ	tim10-1 inh
- CC(C)n1cc(C(=O)c2ccccc2O)cc(C#N)c1=O
  18.4	-5.4	-0.9	-0.6	1.7	9.4	7.2	-1.0	5.2
- CCc1ccc(NC(=O)c2cnc(SC)nc2C)cc1
  8.8	-0.5	0.9	0.5	-5.3	22.9	-5.4	2.3	26.6
- O=S(=O)(c1cccc2nsnc12)N1CCNCC1
  5.5	-0.5	1.0	-0.2	-3.7	-1.4	26.5	-2.5	3.8
- CC(C)CC1Nc2ncnc(N3CCN(c4ccccn4)CC3)c2N(Cc2ccc(Cl)cc2)C1=O (stereo unspecified)
  34.4	-6.6	0.2	2.5	15.1	28.1	10.5	6.7	1.0
- COc1cc(C(=O)N(C)CCOc2ccccc2)ccc1OCC(=O)Nc1cccc(C(F)(F)F)c1
  15.6	7.1	-10.0	1.9	15.3	41.4	18.8	-4.3	17.0
- Cc1ccc(C)c(N(C(=O)c2csnn2)C(C(=O)NC2CCCC2)c2cccnc2)c1 (stereo unspecified)
  9.6	0.2	-4.5	0.6	-2.0	9.7	9.8	-1.1	-15.1
- COC(=O)c1cc(S(=O)(=O)N2CCN(C(=O)c3ccco3)CC2)cn1C
  10.1	6.5	-0.7	14.5	7.5	11.9	10.7	-1.0	25.9
- Cc1cc(C)n2ncc(C(=O)Nc3ccc4c(c3)OCO4)c2n1
  3.4	-7.5	-0.1	0.7	-25.6	11.5	17.1	5.1	-12.8
- Cc1ccnc(NS(=O)(=O)c2ccc(NC(=O)Cc3ccc(Cl)cc3)cc2)n1
  -3.7	-2.5	0.9	0.6	8.9	-2.5	21.9	-0.8	-0.9
- CN1N=C(C(=O)Nc2ccc3c(c2)CCC3)CCC1=O
  14.9	-2.7	-1.1	-0.1	-5.2	-25.8	6.1	1.3	-7.9
- O=C(NCCCN1CCOCC1)c1cccc(S(=O)(=O)Nc2cc(Cl)ccc2Cl)c1
  -1.6	-2.5	-0.2	-0.8	-15.6	7.1	-1.4	5.6	-1.3
- CC(C)n1nnnc1SCC(=O)Nc1ccccc1F
  -7.5	-3.2	-0.8	-1.1	-5.2	24.2	11.2	0.9	-5.8
- CCOc1ccc(OCC)c(S(=O)(=O)NCc2ccc3c(c2)OCO3)c1
  25.4	-2.2	-1.0	3.2	-8.1	-7.8	19.5	1.8	27.4
- N#CCSc1nccc(/C=C/c2ccccc2)n1
  18.9	-1.7	-1.4	1.7	13.1	-32.1	6.6	0.2	13.7
- C/C(=N/O)c1ccc(N2C(=O)C3C4C=CC(C3C2=O)C2C3C(=O)N(c5ccc(/C(C)=N/O)cc5)C(=O)C3C42)cc1 (stereo unspecified)
  7.3	-2.3	nt	1.5	8.0	-18.6	-6.9	6.5	6.6
- CC(=O)Nc1ccc2c(c1)N(C(C)=O)c1ccccc1CC2
  19.4	0.3	-0.5	2.9	-14.4	-29.3	10.7	-2.0	22.0
- CCN(CC)C(=O)c1ccc(COc2ccccc2Cl)o1
  25.6	-3.3	3.5	0.8	-1.9	0.1	22.5	-1.9	22.9
- Cc1c(CN2CCC(n3nccc3NC(=O)CCc3ccccc3)CC2)cnn1C
  3.0	0.4	1.2	1.7	7.8	9.5	13.7	-1.7	6.0
- CC(=O)Nc1cccc(N2C(=O)CC(Cc3ccccc3)C2=O)c1 (stereo unspecified)
  -0.6	-0.7	9.7	0.0	9.3	-4.7	6.2	0.3	0.5
- COc1ccc(NC(=O)C2C3C=CC(C3)C2C(=O)NCc2ccccn2)c(OC)c1 (stereo unspecified)
  10.0	5.4	0.3	1.0	11.3	16.8	11.3	-1.9	-12.1
- CC(C)(C)[C@H]1C=C(C(=O)NC2CC2)O[C@@H](OCc2ccc(CO)cc2)C1
  7.6	-4.5	-1.0	-2.5	-24.4	8.6	46.4	0.1	0.6
- Cc1ccc2c(=O)cc(C(=O)NCCc3ccc(S(N)(=O)=O)cc3)oc2c1C
  -0.6	-3.4	10.6*	1.7	11.1	4.7	-6.0	-2.3	-15.6
- CCOc1ccc(S(=O)(=O)N2CCN(C(=O)c3ccc(C)c(S(=O)(=O)N4CCOCC4)c3)CC2)cc1
  3.8	1.0	-1.3	0.9	2.5	11.9	-1.4	-1.8	2.7
- COc1ccc(CNC(=O)CN(C(=O)CCC(=O)Nc2ccccn2)c2cccc(C)c2)cc1
  9.2	-0.8	-0.5	-0.7	3.5	17.3	17.5	-3.9	0.5
- COC(=O)c1cc(NC(=O)Nc2ccccc2OC)cc(C(=O)OC)c1
  3.1	-0.8	-3.9	2.3	1.5	-12.4	16.7	0.5	14.2
- CC(C)(C)NC(=O)CSc1nnc(NC(=O)CCn2cnc3ccccc3c2=O)s1
  -7.6	-4.3	-2.2	-1.9	-17.1	9.2	0.0	0.5	-18.9
- COCCN(Cc1ccccc1)C(=S)Nc1ccc(Cl)cc1
  37.7	-3.2	-3.5	-2.5	41.1*	12.3	5.2	0.0	27.8
- CS(=O)(=O)N1c2ccccc2[C@]2([C@@]34C[C@H]5C(=O)N[C@@H](Cc6ccccc6)C(=O)N5[C@@H]3N(S(C)(=O)=O)c3ccccc34)C[C@H]3C(=O)N[C@@H](Cc4ccccc4)C(=O)N3[C@H]12
  8.8	1.5	-2.8	3.0	6.9	23.2	-17.9	2.9	3.8
- COc1ccc(-c2nn(CCC#N)cc2C=C(C#N)C#N)cc1
  28.4	-3.2	-0.8	3.1	30.4	6.3	12.7	-0.8	16.6
- Cc1ccc(C)c(OCC(=O)Nc2ccc3c(c2)OCO3)c1
  8.4	-5.2	1.9	3.4	4.1	-2.4	17.1	0.4	8.6
- O=C(O/N=C1\CCCc2ccccc21)c1cccc(Cl)c1
  22.7	-4.5	3.7	8.5	28.8	3.1	11.1	4.2	31.1
- COc1ccc(C(=O)NCC(=O)N2CC=C(c3ccccc3)CC2)cc1OC
  18.5	0.6	-1.2	0.4	-1.4	21.3	8.3	-2.1	6.5
- COc1ccc(/C=C/c2nc3ccccc3n2C)cc1
  66.0*	0.7	-4.5	-9.6	70.2*	45.6	22.4	-6.2	56.8*
- O=C(Nc1ccc(Cl)c(Cl)c1)Nc1ccc(N2CCCC2)c(S(=O)(=O)Nc2ccccc2Cl)c1
  11.3	1.7	30.1*	18.6	12.9	93.3*	1.0	5.1	12.1
- COc1ccccc1Nc1nc(N)nc(CSC(=S)N2CCCCC2C)n1 (stereo unspecified)
  38.3	-2.2	2.3	2.6	48.5*	-17.9	10.2	-0.4	42.5*
- CCn1c(COc2cccc(C)c2)nnc1SCC(=O)N1CCCC1
  0.8	0.5	2.0	-1.0	-24.4	9.7	9.7	-0.5	18.8
